# CCHFV vOTU inh: CCHFV vOTU protease inhibition; 0.55% of 370,000 active; inhibition, % at 11.5 µM; Pep-AMC fluorescence; AID 651958; in the data active = inhibition above about 30%; also: 0% = vehicle wells with enzyme and 100% = no enzyme wells
# Anthrax LF inh2: blocks Bacillus anthracis lethal factor protease. P15917. inhibition, % at 10 µM. multiplex microsphere protease cleavage assay, LF. 0.12% of 360,000 active; also: plate controls were buffer without enzyme for full effect and enzyme alone for no effect
# Target sequence (P15917 whole entry, looked up): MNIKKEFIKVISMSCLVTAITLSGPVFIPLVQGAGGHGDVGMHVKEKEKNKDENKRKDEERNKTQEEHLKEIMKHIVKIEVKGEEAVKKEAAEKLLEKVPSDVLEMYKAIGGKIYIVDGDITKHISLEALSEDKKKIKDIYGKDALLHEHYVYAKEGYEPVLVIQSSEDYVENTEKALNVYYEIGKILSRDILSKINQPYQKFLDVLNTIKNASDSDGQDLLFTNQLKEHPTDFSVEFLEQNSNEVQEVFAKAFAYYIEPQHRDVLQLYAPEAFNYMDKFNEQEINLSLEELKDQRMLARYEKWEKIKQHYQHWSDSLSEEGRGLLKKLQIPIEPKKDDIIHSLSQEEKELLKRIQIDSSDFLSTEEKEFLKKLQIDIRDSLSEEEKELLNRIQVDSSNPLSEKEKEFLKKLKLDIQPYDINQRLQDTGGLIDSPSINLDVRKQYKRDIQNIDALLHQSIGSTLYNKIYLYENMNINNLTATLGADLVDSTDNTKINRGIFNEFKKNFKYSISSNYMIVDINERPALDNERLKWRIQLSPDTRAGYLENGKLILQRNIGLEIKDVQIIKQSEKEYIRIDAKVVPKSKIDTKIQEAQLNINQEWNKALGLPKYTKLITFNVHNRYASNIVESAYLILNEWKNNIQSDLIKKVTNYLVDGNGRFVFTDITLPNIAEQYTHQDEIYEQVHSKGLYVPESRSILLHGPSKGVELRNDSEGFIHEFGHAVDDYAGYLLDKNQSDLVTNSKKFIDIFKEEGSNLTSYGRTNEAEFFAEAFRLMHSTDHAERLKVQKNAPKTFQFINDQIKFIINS
# SSB-PriA inh: inhibitors of Klebsiella pneumoniae PriA binding to SSB C-terminal tail; AlphaScreen SSBct-PriA binding, biotinylated peptide; inhibition, % at 33 µM; 0.6% of 430,000 active; AID 1272365; in the data active = inhibition mostly above about 37%, no sharp cut-off; inactive = mostly below about 20%;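 also: plate controls were negative control peptide for no effect and reference peptide for full effect; strong numbers were not always called active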
# Yp Topo-I inh: blocks Yersinia pestis topoisomerase I activity; 0.064% of 360,000 active; activity, % at 10 µM; Y. pestis Topo-I cleavage product accumulation, plate reader; in the data active = activity above about 50%, passing the limit was not always enough; inconclusive = no clear call, values can overlap the other calls; also: inactives centre near 2
# BH1578 lux ind: induces V. cholerae light production without autoinducers | activation, % at 18.7 µM | 0.16% of 350,000 active | V. cholerae BH1578 lux reporter, luminescence, 6 h; in the data active = activation mostly above about 9.7%, no sharp cut-off; inconclusive = no clear call, values can overlap the other calls; inactive = mostly below about 3.7%; also: not every result past the cut was called active; inactives centre near 0; reference of the scale not given here
# BoNT-A LC inh2: BoNT A light chain protease inhibition. multiplex microsphere protease substrate cleavage, flow cytometry. inhibition, % at 10 µM. 0.17% of 360,000 active; also: plate controls were buffer without enzyme for full effect and enzyme alone for no effect
# DUSP3 inh: DUSP3 (human) phosphatase inhibition. P51452. recombinant VHR phosphatase, pNPP absorbance. inhibition, % at 13.3 µM. 0.52% of 290,000 active; in the data active = inhibition above about 50%; also: some compounds called inactive have numbers as strong as hits
# Target sequence (P51452 whole entry, looked up): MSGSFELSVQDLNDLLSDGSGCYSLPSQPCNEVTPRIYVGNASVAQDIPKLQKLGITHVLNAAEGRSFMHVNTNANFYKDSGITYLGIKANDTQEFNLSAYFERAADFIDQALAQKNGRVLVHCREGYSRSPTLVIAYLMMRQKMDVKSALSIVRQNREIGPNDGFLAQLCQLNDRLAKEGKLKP
# TcdB GH inh: inhibitors of Clostridioides difficile toxin B glycohydrolase. inhibition, % at 9.99 µM. TcdB glycohydrolase enzymatic assay, plate reader. AID 652162. P18177. 0.24% of 350,000 active; in the data active = inhibition above about 10%
# PfHsp40 rescue: restores yeast growth despite PfHsp40 toxicity. S. cerevisiae expressing PfHsp40, growth rescue, ATP luminescence. growth rescue, % at 12.5 µM. 0.68% of 340,000 active. AID 504582; in the data active = growth rescue above about 28%, passing the limit was not always enough; inconclusive = no clear call, values can overlap the other calls;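 also: yeast W303a lacking pdr1 and pdr3 grown in galactose medium; growth measured after three days at 30 °C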
# 3CLpro inhibitor: SARS-CoV 3CLpro protease inhibition | P0C6X7 | 0.14% of 290,000 active | recombinant SARS-CoV 3CLpro, quenched FRET peptide cleavage | inhibition, % at 6 µM; in the data active = inhibition above about 12%
# * marks the source's active call; other numbers are inactive results; i = inactive; ? = inconclusive; nt = no result given; & = joins results of further samples. Rule as the data show it, unless noted: active = inhibition above about 30%; inconclusive = no clear call, values can overlap the other calls; inactive = below that. Some of the compounds tested; count on the stated rates, not on these rows.
SMILES,CCHFV vOTU inh,Anthrax LF inh2,SSB-PriA inh,Yp Topo-I inh,BH1578 lux ind,BoNT-A LC inh2,DUSP3 inh,TcdB GH inh,PfHsp40 rescue,3CLpro inhibitor
O=C1CCCCc2sc(Br)c([N+](=O)[O-])c2N1,-4,-6,-18,8,5.3,0.6,17,-0.5,-1.7,3
CSc1nsc(SCc2ccc(F)cc2)n1,11,0,-137,2,-2.2,-0.1,-15,nt,0.6,-3
CCCCOc1cccc(C(=O)NC(=S)Nc2cccc(NC(=O)c3ccccc3Cl)c2)c1,0,-1,-3,24,-0.2,0.4,10,nt,-0.3,3
O=C(N/N=C/C=C/c1ccccc1)C1CC1c1ccccc1 (stereo not drawn),2,3,nt,0,i,-0.2,8,nt,0.8,-1
Cc1cccc(OCC(=O)N(Cc2ccc(F)cc2)C2CCS(=O)(=O)C2)c1C (stereo not drawn),9,-2,10,19,i,-0.1,-6,-0.1,0.0,2
COc1cc(OC)c(C2=NOC(C(=O)NCc3cccnc3)C2)cc1Cl (stereo not drawn),-16,8,4,2,i,2.5,31,0.1,1.5,1
CCCCc1noc(-c2c(-c3ccccc3Cl)noc2C)n1,-11,-1,-70,7,i,0.0,-6,0.5,-0.1,-3
Cc1nc2ccccc2c2nc(NC(=O)C(F)(F)F)nn12,-14,1,-2,1,-0.1,0.7,29,-0.7,0.1,-1
C=C(C)CSc1nc2sc3c(c2c(=O)n1-c1ccc(C)cc1)CCN(C)C3,-7,0,-1,1,-0.6,7.5,15,0.9,1.1,-4
Cc1cccc(N(C(=O)Cn2nnc(-c3ccc(C)o3)n2)C(C(=O)NC2CCCC2)c2ccncc2)c1 (stereo not drawn),2,-10,2,-14,i,2.5,2,-2.5,-1.2,0
COc1ccc(N/N=C(/C)c2cnnc(-c3ccccc3)n2)cc1,-4,-4,nt,-2,-2.7,0.0,12,nt,-1.1,1
O=C1NC(c2ccc(Cl)cc2)Oc2ccccc21 (stereo not drawn),-6,-2,-20,-3,-0.6,-5.0,16,5.8,-1.6,-4
COc1cc2oc(=O)cc(CN(Cc3ccccc3)Cc3ccccc3)c2cc1Cl,13,-3,nt,nt,nt,-0.3,nt,1.0,nt,nt
Cn1cc(/C=N/NC(=O)c2ccccc2O)c2ccccc21,3,-13,nt,-8,-0.6,-3.0,-41,1.0,-0.7,-1
CC(=O)Nc1ccc(S(=O)(=O)NC2=C(N3CCN(C)CC3)C(=O)c3ccccc3C2=O)cc1,53*,-2,-4,-4,-0.2,-0.7,-4,1.9,-0.5,1
CCOC(=O)C1=C(C)NC(=S)N(C=O)C1c1ccccc1 (stereo not drawn),2,-2,-18,-8,i,0.5,-1,1.9,0.0,-4
Nc1cc(=O)[nH]c(SCC(=O)Nc2ccc(Cl)c(Cl)c2)n1,-1,-2,-15,6,0.0,-0.1,4,nt,1.2,6
CCN1CCC2(CC1)NC(=O)c1ccccc1O2,1,1,-16,-7,-0.1,-0.5,8,0.3,1.4,-1
Cc1cc(C)c(S(=O)(=O)NC2CC3CCC2C3)c(C)c1 (stereo not drawn),-4,-4,-25,11,-0.6,-2.0,4,1.1,64*,7
COCCC(=O)NNS(=O)(=O)c1ccc(Cl)cc1,6,-1,-6,-5,i,0.7,2,0.6,-0.5,3
CCCCNS(=O)(=O)c1ccc2nc(SCC(=O)Nc3ccccc3Cl)[nH]c2c1,16,-1,-10,-8,-0.4,-0.2,13,-0.4,-0.3,-3
O=C(COc1cccc2cccnc12)N/N=C1\SCC(=O)N1Cc1ccco1,-8,6,nt,-9,0.7,0.0,0,nt,-0.4,-2
CN1CCSc2ccc(C(=O)NCc3cccc(Br)c3)cc21,-54,1,-2,9,-0.1,0.5,25,0.9,7.8,-1
COc1ccccc1N/C(N)=N/c1nc(C)cc(C)n1,-3,1,nt,8,-0.1,-1.4,11,0.7,0.5,1
O=C(COc1ccc(-n2cnnn2)cc1)Nc1ccc(F)cc1,12,-11,-2,-3,-2.9,1.8,nt,-6.0,-1.4,nt

# Continued, overlapping the part above by three compounds.
SMILES,CCHFV vOTU inh,Anthrax LF inh2,SSB-PriA inh,Yp Topo-I inh,BH1578 lux ind,BoNT-A LC inh2,DUSP3 inh,TcdB GH inh,PfHsp40 rescue,3CLpro inhibitor
CN1CCSc2ccc(C(=O)NCc3cccc(Br)c3)cc21,-54,1,-2,9,-0.1,0.5,25,0.9,7.8,-1
COc1ccccc1N/C(N)=N/c1nc(C)cc(C)n1,-3,1,nt,8,-0.1,-1.4,11,0.7,0.5,1
O=C(COc1ccc(-n2cnnn2)cc1)Nc1ccc(F)cc1,12,-11,-2,-3,-2.9,1.8,nt,-6.0,-1.4,nt
Cc1noc2ncnc(Oc3ccc(C(C)(C)C)cc3)c12,-5,-5,0,1,-0.9,-1.1,14,0.5,-0.5,3
O=C(COc1cccc2ccccc12)NCc1cccnc1,2,-7,1,-7,-0.2,-0.2,20,-3.2,-1.9,3
CSc1ccc(CCNC(=O)CCc2nnc3ccc(N4CCC5(CC4)OCCO5)nn23)cc1,10,-1,-1,5,-0.2,1.9,-2,0.0,0.2,3
CC1CN(Cc2ccccc2)C(C)CC1O (stereo not drawn),-13,-2,-8,-10,i,-1.0,12,1.3,0.7,-3
O=C1COc2ccc(OCc3ccc(F)cc3)cc21,-2,-1,-27,-11,i,-2.0,18,nt,-1.8,-5
Cc1ccc2cccc(OCc3ccc(Br)cc3)c2n1,14,-6,-10,25,-1.2,0.0,-16,2.0,-1.0,-2
Cn1c(=O)c2c(nc(SCCN3CCOCC3)n2Cc2ccccc2)n(C)c1=O,5,-2,-22,4,6.9,0.0,4,nt,-0.4,-1
O=C(O)C1CCN(S(=O)(=O)c2ccc(N3CCOCC3)c([N+](=O)[O-])c2)CC1,-7,0,-20,4,-0.2,-0.6,26,0.2,-0.4,3
CC(C)(CNC(=O)c1cccs1)CNC(=O)c1cccs1,-6,-1,-3,1,0.9,0.4,22,nt,0.4,-1
CC(C)C(=O)N(Cc1cc2ccccc2[nH]c1=O)C(C)C,2,-3,4,-4,-0.9,0.7,28,nt,0.6,4
Cc1c(NC(N)=O)c(=O)n(-c2ccccc2)n1C,-1,0,-5,3,-0.2,-0.3,-9,0.3,-0.4,1
CC12COC3(C(=O)Nc4cccnc4)CC1CCC32C (stereo not drawn),12,-4,-12,1,i,-0.1,15,nt,0.2,4
CCOC(=O)C1(Cc2ccccc2C(F)(F)F)CCN(CC2CC2)CC1,0,-1,4,5,-2.0,-0.4,15,6.4,-1.1,2
CN1CCN(c2ncnc3c2ncn3[C@H]2CN(Cc3ccc(F)cc3)C[C@@H](CO)O2)CC1,2,-6,nt,-8,-0.3,-0.7,nt,0.4,nt,nt
COc1ccc(C(=O)NC(C(=O)NCCc2ccc3c(c2)OCCO3)C(C)C)cc1 (stereo not drawn),-15,0,2,6,-0.4,0.8,-17,-0.2,-0.2,-3
CN1CCc2c(sc3c2C(=O)NC(/C=C\c2ccccc2)N3)C1 (stereo not drawn),-7,-52,2,-4,i,7.0,34,1.3,nt,-2
COc1ccc(N2CCN(C(=O)CN3c4cccc5cccc(c45)S3(=O)=O)CC2)cc1,3,0,9,23,i,4.0,nt,-0.8,0.3,nt
CSc1ccccc1C(=O)Nc1cc(C)ccc1C,-7,-1,-3,5,-0.2,-0.5,17,2.0,15,4
O=C(O)CNC1=NCCCCC1,-7,-5,-8,9,-1.9,0.0,24,-0.6,-0.6,0
CCN1C(=O)N(S(=O)(=O)c2ccc(C)cc2)[C@@H](c2ccccc2)C(C(=O)OC)=C1C,10,5,11,1,i,0.8,7,0.3,-0.3,nt
C/C(=N\NC(=O)CSc1ncccn1)c1ccc2c(c1)OCCO2,nt,4,nt,-14,-1.0,-0.2,-4,nt,-0.6,5
Cc1nn(C)cc1NC(=O)CC12CC3CC(CC(C3)C1)C2,-4,-3,-3,2,-0.4,-0.7,-7,nt,-1.4,4
CCc1cccc2c(C(=O)CN3C(=O)NC4(CCCCC4)C3=O)c[nH]c12,13,-2,-2,-10,i,-0.6,nt,0.2,-0.5,nt
O=C(CCCN1C(=O)c2ccccc2C1=O)Nc1c(C(=O)C2CC2)oc2ccccc12,2,-4,1,5,-1.5,0.2,12,-0.5,-1.4,0
CCN(C(=O)COC(=O)c1cc(=O)c2ccccc2o1)c1c(N)n(Cc2ccccc2)c(=O)[nH]c1=O,-12,0,-15,3,-0.8,0.8,nt,2.1,2.1,nt
# (cont.)
SMILES,CCHFV vOTU inh,Anthrax LF inh2,SSB-PriA inh,Yp Topo-I inh,BH1578 lux ind,BoNT-A LC inh2,DUSP3 inh,TcdB GH inh,PfHsp40 rescue,3CLpro inhibitor
COc1ccc(C(c2nnnn2Cc2cccs2)N2CCN(c3ccc(F)cc3)CC2)cc1OC (stereo not drawn),7,0,9,36,-0.2,0.0,7,nt,0.5,4
O=C(CCCn1c(=O)c2sccc2n(CC(=O)NCc2ccco2)c1=O)NCc1ccco1,-13,2,-2,6,i,?,-4,nt,-0.2,0
COC(=O)c1ccc(CSc2nc3ccccc3c(=O)n2N)cc1,2,-6,-6,4,-5.6,0.8,10,0.5,1.2,-2
Cc1cc(OCC(=O)NCc2ccncc2)c2c3c(c(=O)oc2c1)CCC3,-12,1,-7,2,-0.9,-1.9,6,1.8,0.7,-5
NC(=O)c1sc2cc(C(F)(F)F)cnc2c1-c1cccs1,4,4,-14,1,3.6,0.7,-13,nt,0.1,0
COc1cc(C=C(C#N)c2ccc([N+](=O)[O-])cc2)ccc1O,15,-2,nt,-28,-0.3,0.6,nt,0.5,nt,nt
CC(=O)Nc1ccc(N=Cc2c(O)ccc3ccccc23)cc1,-9,9,-5,-4,0.8,0.7,-16,5.0,-1.2,2
CC1=NN(C(C#N)c2ccccc2)C(c2ccccc2)C1 (stereo not drawn),-14,nt,2,2,-0.4,nt,5,0.6,-0.1,-2
CC1CCCCC12NC(=O)N(CC(=O)NCCc1ccccn1)C2=O (stereo not drawn),-4,-9,1,8,i,0.6,1,nt,-0.6,-2
O=C1Nc2ccc(S(=O)(=O)N(CCO)CCO)c3cccc1c23,-61,-1,-32,6,1.6,1.0,8,3.4,-1.2,-3
CC(/C=C/c1ccccc1)=N/NC(=O)Cn1nnc(N)n1,-9,-2,nt,-3,-0.5,0.3,20,-1.5,nt,2
NC1=NS(=O)(=O)NC1c1cccc(Cl)c1 (stereo not drawn),-1,-2,-10,2,nt,-0.1,8,-1.0,-1.2,3
CCC(C(=O)NC(C)(C)C)N(C(=O)c1ccc(Cl)nc1)C1CCCC1 (stereo not drawn),2,-7,-4,-6,-2.8,-2.2,-7,-0.2,0.1,3
CCOc1ccccc1C(=O)NCC(=O)NNC(=O)c1cccc(S(=O)(=O)Nc2ccc(OC)cc2)c1,5,-4,-15,7,536*,-2.7,nt,3.0,0.1,nt
COc1ccc(S(=O)(=O)N2CCCCCC2)cc1C(=O)N(C)CCOc1ccc(Cl)cc1,4,-1,-10,12,i,2.5,nt,2.1,0.0,nt
CCC(=O)Nc1ccc(C(=O)CSc2nnc(-c3ccccc3F)n2CCc2ccccc2)cc1,-11,-3,-3,9,i,-0.5,23,-0.7,-1.5,0
O=C(Nc1ccc2nn(-c3ccccc3)nc2c1)c1ccc2c(c1)OCCO2,3,4,-23,-7,-0.5,-0.1,33,nt,0.8,2
Cc1cn2c(=O)c(C(=O)N3CCN(c4ccccc4F)CC3)cnc2s1,-4,0,-2&-11,-2,i,-1.5,nt,0.5,-2.0,nt
Cc1ccc2c(c1)nnn2C1CCN(C(=O)C2CCCCC2)CC1,16,0,0,5,-0.4,0.3,18,nt,1.7,4
COc1cc(/C=N/NC(=O)COc2c(C)cc([N+](=O)[O-])cc2C)ccc1OC(=O)c1ccccc1Br,21,0,nt,-6,-0.4,-2.2,-2,nt,2.4,-1
N#CC1=C(N)Oc2cc(N)ccc2C1C1CC=CCC1 (stereo not drawn),-29,-22,0,2,-0.2,0.3,0,nt,-1.6,-2

# High-throughput results deposited in PubChem BioAssay by several laboratories.
